# PTHR1 agonist – agonists of human PTHR1 parathyroid hormone receptor | HEK293 GP2 PTHR1 cells, GloSensor cAMP luminescence, 1 h | AID 743266 | Q03431 | Potency, µM (titrated, usually from 115 µM), for the others: top-dose activation, usual class: activators | hit rate 0.075% among 410,000; further: nearly all actives have a fitted effect of over 55% in size; some results filed as inactive show a strong effect at the top dose; inactives centre near -15; many of its hits are not listed in these tables
#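 HEK-293-derived GP2 cells expressing PTHR1 and a GloSensor cAMP reporter, 3,000/well, plated overnight, given luciferin plus IBMX (each 0.5 mM as added) for 1 h at 37 °C, then compound for 1 h at 37 °C. Luminescence was read after 15 min at room temperature.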
# HEK293 tox – cytotoxicity counter-screen for GLP-1 receptor inverse agonists | hit rate 0.13% among 410,000 | Potency, µM (titrated, usually from 38.3 µM), for inactives: at the top dose activity change, negative = inhibition, actives largely listed as inhibitors | HEK293 cAMP-luciferase reporter cells, luminescence, 24 h;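 further: loss of luciferase light is scored as toxicity; on the % scale 0 is the no-effect control and ±100 the full control effect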
#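 To flag toxic compounds, the library was rerun on cells for 24 hr at 37 deg C and 5% CO2. Viability-linked luminescence was captured 12 min after adding luciferase detection reagent.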
# GLP1R inv ag – acts as inverse agonist at human GLP-1 receptor; P43220; HEK293 GLP-1R CRE-luciferase, luminescence, 24 h; GLP-1R form is constitutively active; Potency, µM (highest dose often 38.3 µM), for inactives: at the top dose activity change, negative = inhibition, hits mostly inhibitors; hit rate 1.6% among 410,000; AID 624417; further: on the % scale 0 is the no-effect control and ±100 the full control effect; nearly all actives have a fitted effect of over 55% in size
# Target sequence (P43220 whole entry, looked up): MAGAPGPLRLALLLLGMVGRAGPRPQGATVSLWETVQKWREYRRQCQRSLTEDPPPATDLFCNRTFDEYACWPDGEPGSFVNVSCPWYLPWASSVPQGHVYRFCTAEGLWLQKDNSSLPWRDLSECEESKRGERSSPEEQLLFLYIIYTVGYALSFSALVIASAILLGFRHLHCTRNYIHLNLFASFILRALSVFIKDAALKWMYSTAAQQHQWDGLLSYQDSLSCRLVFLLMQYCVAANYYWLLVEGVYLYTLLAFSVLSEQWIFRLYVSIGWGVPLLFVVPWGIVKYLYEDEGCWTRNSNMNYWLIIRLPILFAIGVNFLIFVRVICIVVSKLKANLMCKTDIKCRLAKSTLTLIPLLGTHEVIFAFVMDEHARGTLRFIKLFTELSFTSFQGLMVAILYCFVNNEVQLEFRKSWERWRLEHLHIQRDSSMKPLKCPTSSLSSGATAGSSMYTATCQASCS
#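 Seeding at 200 cells/uL, 12 h culture, 24 hr compound treatment, then luciferase reagent and a luminescence read; cells are HEK293 stably expressing a constitutively active GLP-1R plus cAMP-responsive luciferase.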
# * = called active by the depositor; i = inactive; ? = inconclusive; [ ] = dose if it differs, or a comment. The call rests on the fitted dose curve; in most records, active means well fitted curve in the direction sought with a large enough effect; inconclusive means small, poorly fitted or top-dose-only effect, or another doubt; inactive means no such curve, though single readings can be large; an effect the other way counts as inactive or inconclusive. Potency means the concentration at half of the fitted maximal effect.
SMILES,PTHR1 agonist,HEK293 tox,GLP1R inv ag
Cc1ccc(C(C)(C)C)c(OCC(=O)Nc2ccc(Cl)cc2C(=O)c2ccccc2)c1,-1%,-4%,-1%
O=C(NCCSc1c(-c2ccc(F)cc2)[nH]c2ccccc12)c1ccc(S(=O)(=O)N2CCOCC2)cc1,-66%[inhibitor],-2%,?
COc1ccc(Cl)cc1NC(=O)CN1C(=O)CN=C(c2ccccc2)c2cc(Cl)ccc21,?,-16%,?
CCc1ccc(NC(=O)c2cccn(Cc3cccc([N+](=O)[O-])c3)c2=O)cc1,-8%,5%,2%
Cc1ccc(Cn2cccc(C(=O)Nc3cc([N+](=O)[O-])ccc3C)c2=O)cc1,-25%,-15%,7%
COc1ccc(-c2cnnn2-c2ccc(NC(=O)c3ccc(S(=O)(=O)N(C)C)cc3)cc2)cc1,-51%[inhibitor],-4%,0%
COc1ccccc1-n1c(/C=C/c2ccccc2)nc2ccccc2c1=O,i,5%,-20%
CCC12CN3CC(CC)(CN(C1)C3c1ccccn1)C2=O (configuration not stated),-20%,-10%,3%
CC(C)(C)c1ccc(C(=O)Nc2ccc3nc(SCC(=O)N4CCCC4)sc3c2)cc1,-13%,?,?
Cc1ccc(Cn2cccc(C(=O)Nc3ccc4c(c3)OCCO4)c2=O)cc1,-25%,10%,1%
CCOC(=O)N1CCN(Cc2nc3cc(NC(=O)c4cccc(C)c4)ccc3n2C(C)C)CC1,-50%[inhibitor],?,?
O=C(Nc1ccc(F)c([N+](=O)[O-])c1)c1cccn(Cc2ccccc2)c1=O,i,7%,11%
COc1ccc(NC(C)=O)cc1NC(=O)c1cccn(Cc2ccccc2)c1=O,i,-6%,14%
Cn1cc(/C=C/c2nc3ccccc3c(=O)n2-c2ccccc2)c2ccccc21,i,-13%,-25%
COc1ccc(OCC(=O)N2CCN(Cc3cc(=O)n4nc(-c5ccccc5C)sc4n3)CC2)cc1,i,-5%,9%
COc1cccc(/C=C/c2nc(C#N)c(NC3CCCCC3)o2)c1,-10%,156%[activator],-14%
CC(C)c1ccc(OCC(=O)N2CCN(CCc3ccncc3)CC2)cc1,-6%,-5%,-20%
COc1ccccc1-c1nn2c(=O)cc(CN3CCN(C(=O)COc4ccccc4Cl)CC3)nc2s1,-25%,-3%,18%
COc1ccc(-n2c(/C=C\c3ccccc3F)nc3ccccc3c2=O)c(OC)c1,-84%[inhibitor],-1%,?
Cc1ccc(N2CCN(C(=O)C3CCC(CNS(=O)(=O)c4ccc(Br)s4)CC3)CC2C)cc1 (configuration not stated),-21%,-8%,?
Cc1ccc(NC(=O)NCc2ccc3c(c2)CCN3C(=O)c2ccccc2)c(Cl)c1,-50%[inhibitor],-8%,-24%
Cc1ccc(Cn2cccc(C(=O)Nc3ccc(C)c(Cl)c3)c2=O)cc1,-14%,-9%,7%
CCOc1ccc(-n2c(/C=C/c3ccccc3)nc3ccccc3c2=O)cc1,-31%[inhibitor],5%,-13%
Cc1ncc(CO)c2c1Oc1nc(-c3ccccc3Cl)nc(SCc3ccccc3F)c1C2,-51%[inhibitor],2%,3%
CCOc1ccc(-c2nc(CSCC(=O)NCCc3ccc(OCC)c(OCC)c3)c(C)o2)cc1,-24%,-5%,?

# A stretch from the list above, for reference:
SMILES,PTHR1 agonist,HEK293 tox,GLP1R inv ag
Cc1ncc(CO)c2c1Oc1nc(-c3ccccc3Cl)nc(SCc3ccccc3F)c1C2,-51%[inhibitor],2%,3%
CCOc1ccc(-c2nc(CSCC(=O)NCCc3ccc(OCC)c(OCC)c3)c(C)o2)cc1,-24%,-5%,?

# New compounds follow
SMILES,PTHR1 agonist,HEK293 tox,GLP1R inv ag
Cc1ccc(C)c(NC(=O)Cn2nc(C)c3nn(-c4ccc(Cl)cc4)c(C)c3c2=O)c1,-71%[inhibitor],6%,1%
Cc1cccn2c(=O)cc(COc3cccc(NC(=O)COc4ccc(F)cc4)c3)nc12,-85%[inhibitor],-16%,1%
O=C(Nc1ccc2c(c1)OCO2)c1cccn(Cc2cccc(F)c2)c1=O,-19%,2%,8%
COc1ccc(OC)c(NC(=O)c2nc(S(=O)(=O)Cc3ccc(F)cc3)ncc2Cl)c1,i,?,?
CC(C)(C)C(=O)OC1=CN(Cc2ccccc2)S(=O)(=O)c2ccccc21,-43%[inhibitor],7%,3%
O=C(Nc1ccc(F)c(Cl)c1)N(Cc1ccc2c(c1)OCO2)C1CCN(Cc2ccccc2)CC1,i,1%,?
O=C(NCc1c(-n2cccc2)sc2c1CCCC2)Nc1cccc(C(F)(F)F)c1,i,0%,?
Cc1ccc(Cl)cc1NC(=O)N(Cc1ccc2c(c1)OCO2)C1CCN(Cc2ccccc2)CC1,i,24%,?
COc1ccccc1N1CCN(C(=O)c2cc3c(-c4ccccc4F)nn(C)c3s2)CC1,-18%,-11%,?

# Grouped by structure, the compounds so far with a halogen
SMILES,PTHR1 agonist,HEK293 tox,GLP1R inv ag
Cc1ccc(C(C)(C)C)c(OCC(=O)Nc2ccc(Cl)cc2C(=O)c2ccccc2)c1,-1%,-4%,-1%
O=C(NCCSc1c(-c2ccc(F)cc2)[nH]c2ccccc12)c1ccc(S(=O)(=O)N2CCOCC2)cc1,-66%[inhibitor],-2%,?
COc1ccc(Cl)cc1NC(=O)CN1C(=O)CN=C(c2ccccc2)c2cc(Cl)ccc21,?,-16%,?
O=C(Nc1ccc(F)c([N+](=O)[O-])c1)c1cccn(Cc2ccccc2)c1=O,i,7%,11%
COc1ccccc1-c1nn2c(=O)cc(CN3CCN(C(=O)COc4ccccc4Cl)CC3)nc2s1,-25%,-3%,18%
COc1ccc(-n2c(/C=C\c3ccccc3F)nc3ccccc3c2=O)c(OC)c1,-84%[inhibitor],-1%,?
Cc1ccc(N2CCN(C(=O)C3CCC(CNS(=O)(=O)c4ccc(Br)s4)CC3)CC2C)cc1 (configuration not stated),-21%,-8%,?
Cc1ccc(NC(=O)NCc2ccc3c(c2)CCN3C(=O)c2ccccc2)c(Cl)c1,-50%[inhibitor],-8%,-24%
Cc1ccc(Cn2cccc(C(=O)Nc3ccc(C)c(Cl)c3)c2=O)cc1,-14%,-9%,7%
Cc1ncc(CO)c2c1Oc1nc(-c3ccccc3Cl)nc(SCc3ccccc3F)c1C2,-51%[inhibitor],2%,3%
Cc1ccc(C)c(NC(=O)Cn2nc(C)c3nn(-c4ccc(Cl)cc4)c(C)c3c2=O)c1,-71%[inhibitor],6%,1%
Cc1cccn2c(=O)cc(COc3cccc(NC(=O)COc4ccc(F)cc4)c3)nc12,-85%[inhibitor],-16%,1%
O=C(Nc1ccc2c(c1)OCO2)c1cccn(Cc2cccc(F)c2)c1=O,-19%,2%,8%
COc1ccc(OC)c(NC(=O)c2nc(S(=O)(=O)Cc3ccc(F)cc3)ncc2Cl)c1,i,?,?
O=C(Nc1ccc(F)c(Cl)c1)N(Cc1ccc2c(c1)OCO2)C1CCN(Cc2ccccc2)CC1,i,1%,?
O=C(NCc1c(-n2cccc2)sc2c1CCCC2)Nc1cccc(C(F)(F)F)c1,i,0%,?
Cc1ccc(Cl)cc1NC(=O)N(Cc1ccc2c(c1)OCO2)C1CCN(Cc2ccccc2)CC1,i,24%,?
COc1ccccc1N1CCN(C(=O)c2cc3c(-c4ccccc4F)nn(C)c3s2)CC1,-18%,-11%,?

# This is a subset (hit frequency here may not be typical).
